EBI2 antag: EBI2 receptor antagonists, beta-arrestin recruitment, primary screen, cell-based, luminescence, 7a,25-OHC stimulation, uHTS. 360,000 tested, 0.81% active. AID 651636, 2012. G-protein coupled receptor 183 (Homo sapiens), P32249. 7a,25-OHC stimulated. inhibition, % at 5 µM; in the data active = inhibition above about 38%;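 note: enzyme fragment complementation signal reports receptor beta-arrestin coupling in cells; 0% = agonist plus DMSO wells and 100% = wells without agonist; some results beyond the cut were filed as inactive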
Gli-Sufu block: Gli-Sufu pathway antagonists, primary screen, luciferase luminescence, Sufu-KO-LIGHT cells, uHTS; Sufu-KO-LIGHT fibroblasts, Gli luciferase reporter luminescence; inhibition, % at 5 µM; 340,000 tested, 0.74% active; AID 588413, 2011;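 active = inhibition above about 55%, limit read from the data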;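 note: 0% = DMSO-treated cells and 100% = wells with medium but no cells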
CXCR6 inh: CXCR6 receptor inhibitors, primary screen, cell-based, beta-arrestin, luminescence, CHO-K1 PathHunter, 1536-well | C-X-C chemokine receptor type 6 (Homo sapiens), O00574 | inhibition, % at 20 µM | 360,000 tested, 0.36% active; in the data active = inhibition above about 34%, passing the limit was not always enough;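 note: antagonist mode with CXCL16 agonist at 10 nM final; 0% = 10 nM CXCL16 with DMSO and 100% = unstimulated wells without agonist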
697 NFkB inh: inhibitors of PMA/ionomycin-induced NF-kB reporter, 697 cells, primary screen, B-cell NF-kB inhibitor project, cell-based, luminescence, uHTS. inhibition, % at 4 µM. 330,000 tested, 0.33% active. 697 B-cell NF-kB luciferase reporter, 16 h; in the data active = inhibition above about 35%
UBC13 polyUb: UBC13 polyubiquitin chain formation inhibitors, primary screen, biochemical, TR-FRET, uHTS; AID 485273, 2010; Ubiquitin-conjugating enzyme E2 N (Homo sapiens), P61088; inhibition, % at 20 µM; 330,000 tested, 0.47% active; in the data active = inhibition above about 45%, passing the limit was not always enough; inconclusive = no clear call, values can overlap the other calls
Target sequence (P61088 whole entry, looked up): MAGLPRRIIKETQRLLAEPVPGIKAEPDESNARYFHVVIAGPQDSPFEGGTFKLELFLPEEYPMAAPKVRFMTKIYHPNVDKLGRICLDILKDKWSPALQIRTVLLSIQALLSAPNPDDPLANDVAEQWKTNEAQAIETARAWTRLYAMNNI
APJ antag: antagonists of human apelin receptor APJ, primary screen, CHO-K1 cells, beta-arrestin complementation, luminescence; 330,000 tested, 0.32% active; AID 2521, 2010; inhibition, % at 20 µM;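 active = inhibition above about 40% at 20 µM, limit read from the data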;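 note: cells challenged with 10 nM apelin-13 agonist together with compound; plate controls were apelin-13 plus DMSO wells for no effect and DMSO wells lacking apelin-13 for full effect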
Target sequence (P35414 whole entry, looked up): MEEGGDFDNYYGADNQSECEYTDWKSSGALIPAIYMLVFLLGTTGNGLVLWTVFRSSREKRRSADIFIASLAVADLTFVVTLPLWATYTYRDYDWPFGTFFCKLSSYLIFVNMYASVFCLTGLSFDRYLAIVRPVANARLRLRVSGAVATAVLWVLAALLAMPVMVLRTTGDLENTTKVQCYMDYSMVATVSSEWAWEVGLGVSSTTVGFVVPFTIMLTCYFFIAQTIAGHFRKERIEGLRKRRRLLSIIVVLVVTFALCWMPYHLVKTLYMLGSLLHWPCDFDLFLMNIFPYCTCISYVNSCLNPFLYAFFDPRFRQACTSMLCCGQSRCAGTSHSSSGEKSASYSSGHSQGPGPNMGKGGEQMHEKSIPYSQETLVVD
CCR6 antag: CCR6 receptor antagonists, primary screen, cell-based, CHO-K1, luminescence, beta-arrestin, uHTS | 340,000 tested, 0.49% active | AID 493098, 2011 | C-C chemokine receptor type 6 (Homo sapiens), P51684 | CHO-K1 CCR6 PathHunter beta-arrestin, CCL20-stimulated | inhibition, % at 20 µM;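 active = compounds whose inhibition of the agonist-driven luminescence signal at 20 µM reaches about 50%, limit read from the data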;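 note: cells stimulated with CCL20 at 14 nM final; plate controls were DMSO with CCL20 for no effect and DMSO without agonist for full effect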
Target sequence (P51684 whole entry, looked up): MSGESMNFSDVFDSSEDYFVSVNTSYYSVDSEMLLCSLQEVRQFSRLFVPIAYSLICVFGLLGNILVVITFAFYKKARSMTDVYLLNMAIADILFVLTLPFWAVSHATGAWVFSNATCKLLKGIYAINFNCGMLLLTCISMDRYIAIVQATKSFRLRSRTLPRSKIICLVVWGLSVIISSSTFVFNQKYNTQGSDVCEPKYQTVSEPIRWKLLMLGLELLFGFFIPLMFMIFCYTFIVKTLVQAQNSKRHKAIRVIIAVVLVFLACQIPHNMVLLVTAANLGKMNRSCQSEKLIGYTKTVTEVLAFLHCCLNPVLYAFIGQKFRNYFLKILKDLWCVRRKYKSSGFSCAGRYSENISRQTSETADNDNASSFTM
Jurkat NFkB inh: inhibitors of induced NF-kB luciferase reporter, primary screen, TCR NF-kB activation inhibitor project, cell-based, luminescence, uHTS; Jurkat, PMA/ionomycin-induced NF-kB luciferase reporter; inhibition, % at 4 µM; 330,000 tested, 0.53% active; in the data active = inhibition above about 50%
* hit, by the source's call; u = inconclusive; x = not tested or not shown; & = joins results of further samples.

Assay codes: A = EBI2 antag; B = Gli-Sufu block; C = CXCR6 inh; D = 697 NFkB inh; E = UBC13 polyUb; F = APJ antag; G = CCR6 antag; H = Jurkat NFkB inh
SMILES: COc1ccc(/C=C/C(=O)c2ccc(C)c([N+](=O)[O-])c2)cc1O
  A = -12; B = -9; C = 10; D = 8; E = 8; F = -3; G = 39; H = 13

SMILES: CC(NC(=O)Cn1c(NCCO)nc2ccccc21)c1ccccc1 (stereo unspecified)
  A = 6; B = 6; C = 10; D = 11; E = 10; F = -5; G = 1; H = 10

SMILES: COc1ccc(C2(C(=O)O)CCCC2)cc1
  A = -8; B = 41; C = -16; D = 25; E = -8; F = 11; G = 0; H = 11

SMILES: CCCCNC(=O)CN(C1CCCCC1)S(C)(=O)=O
  A = -13; B = -9; C = -3; D = -1; E = -11; F = 10; G = -4; H = -2

SMILES: CN(c1ncc(C(F)(F)F)cc1Cl)N1C(=O)c2cccc(N)c2C1=O
  A = 4; B = -2; C = 3; D = -23; E = 0; F = -9; G = 15; H = 6

SMILES: CC1CCC2(CC1)NC(=O)N(CC(=O)NCCc1ccc(F)cc1)C2=O (stereo unspecified)
  A = 1; B = -6; C = -1; D = 6; E = 3; F = 0; G = -3; H = -10

SMILES: CN1CCN(CCNC(=O)Nc2ccc(Cl)cc2)CC1
  A = 6; B = 10; C = 2; D = 10; E = 7; F = 12; G = -4; H = 7

SMILES: O=C1CC(c2ccc(S(=O)(=O)NCc3ccncc3)cc2)CN1 (stereo unspecified)
  A = -7; B = 11; C = 12; D = 24; E = 2; F = 0; G = 3; H = -2

SMILES: COc1ccc(NC(=O)N(C)C[C@H]2Oc3c(NS(=O)(=O)c4ccc(F)cc4)cccc3C(=O)N([C@H](C)CO)C[C@@H]2C)cc1
  A = -10; B = -29; C = 0; D = -9; E = u; F = 3; G = 6; H = -2

SMILES: CCOc1cc(NC(=O)c2ccco2)c(OCC)cc1NC(=O)CCC(=O)NCc1cccnc1
  A = 4; B = 9; C = -1; D = 15; E = 2; F = -7; G = -8; H = 3

SMILES: COc1ccccc1NC(=O)Cn1c(=O)oc2cc(S(=O)(=O)N3CCCC3)ccc21
  A = -1; B = 9; C = -8; D = -4; E = 5; F = 0; G = 17; H = -2

SMILES: CC(NC(=O)CN(c1ccc(Cl)cc1)S(C)(=O)=O)c1ccccc1 (stereo unspecified)
  A = -4; B = -9; C = 27; D = -1; E = -1; F = 20; G = 6; H = -5

SMILES: O=C(CSc1nc(-c2ccc(F)cc2)cs1)NC(=O)NCc1ccco1
  A = -6; B = 16; C = -3; D = -13; E = -2; F = 0; G = 5; H = -5

SMILES: CN1CCN(/N=C/c2ccc(OCc3ccccc3)cc2)CC1
  A = 10; B = -17; C = 4; D = -81; E = 12; F = -12; G = 6; H = -117

SMILES: CC(C)CNc1c(N)c(=O)oc2ccccc12
  A = -6; B = x; C = 7; D = -4; E = -3; F = 9; G = 15; H = 1

SMILES: CSCCC(NC(=O)c1ccccc1)C(=O)NCc1ccco1 (stereo unspecified)
  A = 4; B = 3; C = -3; D = 6; E = -3; F = 13; G = -16; H = 5

SMILES: COC(=O)c1cc(S(=O)(=O)NCc2cccc(Br)c2)c[nH]1
  A = -1; B = 2; C = 5; D = -2; E = 6; F = 0; G = -6; H = 9

SMILES: COc1ccc(-c2nnc(SCc3nnc(-c4ccccc4)o3)n2C)cc1OC
  A = 5; B = -8; C = 6; D = -25; E = 1; F = 2; G = -2; H = -7

SMILES: O=C(OCCN1C(=O)c2ccccc2C1=O)C1CCN(S(=O)(=O)c2cccs2)CC1
  A = -8; B = 0; C = -5; D = 12; E = -5; F = -11; G = 24; H = 16

SMILES: COc1ccc(C(=O)N/N=C/c2ccc(OC)c(CN3CCN(c4ccc(F)cc4)CC3)c2)cc1
  A = 27; B = 10; C = -5; D = 8; E = -10; F = 3; G = 5; H = -14

SMILES: Cc1oc(-c2ccccc2Cl)nc1CN(Cc1ccccn1)C[C@@H]1CCC(=O)N1
  A = -10; B = -23; C = 0; D = 1; E = 2; F = 6; G = 11; H = -15

SMILES: CCCCOc1ccc(/C(O)=C2/C(=O)C(=O)N(CCCOC)C2c2ccncc2)cc1 (stereo unspecified)
  A = -5; B = -21; C = -10; D = 10; E = 3; F = -19; G = -6; H = 3

SMILES: COc1cc(CNCCc2ccc(S(N)(=O)=O)cc2)ccc1OCc1ccc(Cl)cc1
  A = -18; B = 3; C = -8; D = -35; E = 37; F = 14; G = 19; H = 17

SMILES: Cc1cccc(N2C(=O)CN=C2Nc2nc(C)cc(C)n2)c1
  A = -13; B = 1; C = 1; D = 14; E = 1; F = 0; G = -18; H = 13

SMILES: CNc1cc(CSc2ccc(Cl)cc2)nc(C)n1
  A = 5; B = -53; C = 5; D = -46; E = 8; F = -5; G = 12; H = -52

(continued)
Assay codes: A = EBI2 antag; B = Gli-Sufu block; C = CXCR6 inh; D = 697 NFkB inh; E = UBC13 polyUb; F = APJ antag; G = CCR6 antag; H = Jurkat NFkB inh
SMILES: Cc1ccc(-n2[nH]c(C)c(C=Nc3ccc4[nH]c(=O)[nH]c4c3)c2=O)cc1C
  A = 5; B = -5; C = 6; D = -11; E = 0; F = 7; G = 2; H = 6

SMILES: COc1ccc(C2C(C(=O)N3CCCC3)c3cc(OC)c(OC)cc3C(=O)N2C)cc1 (stereo unspecified)
  A = -1; B = 3; C = -1; D = 1; E = 8; F = 10; G = -8; H = 2

SMILES: O=[N+]([O-])c1ccc(-c2nc(-c3cccs3)c(-c3cccs3)[nH]2)cc1
  A = 30; B = 3; C = 22; D = -13; E = -94; F = 29; G = 34; H = 2

SMILES: CCCC1C(=O)Nc2ccccc2N1C(=O)c1cccc(C)c1 (stereo unspecified)
  A = -9; B = 71*; C = 2; D = 7; E = 9; F = 9; G = 18; H = -13

SMILES: Cc1cccn2c(=O)nc(SCC(=O)Nc3ccc4c(c3)OCO4)nc12
  A = -4; B = -2; C = 5; D = -4; E = 1; F = 2; G = -3; H = -2

SMILES: CCN(C(=O)CSc1nnnn1-c1cc(C)ccc1OC)C1CCS(=O)(=O)C1 (stereo unspecified)
  A = 8; B = 21; C = 3; D = 20; E = -3; F = 5; G = -1; H = 13

SMILES: Cc1cc(C(=O)CSc2nnc(-c3ccc4c(c3)OCO4)o2)c(C)n1-c1ccc(F)cc1
  A = -15; B = -4; C = 3; D = -4; E = -1; F = -29; G = 19; H = -4

SMILES: CCc1c(C)nc2cc(-c3ccccc3)[nH]n2c1=O
  A = 0; B = -49; C = -3; D = -68; E = 12; F = 1; G = -10; H = -56

SMILES: CC(C)C(CCNCc1ccccn1)c1ccc(Cl)cc1 (stereo unspecified)
  A = -9; B = 18; C = 8; D = -10; E = 11; F = 19; G = 15; H = 3

SMILES: COc1c(F)c(F)cc2c(=O)c(C(=O)O)cn(C3CC3)c12
  A = -9; B = 6; C = -2; D = -20; E = -12; F = -2; G = 3; H = -36

SMILES: CC(=O)Nc1ccc(S(=O)(=O)NCC2CCC(C(=O)NC(C)c3ccc4c(c3)OCCO4)CC2)cc1 (stereo unspecified)
  A = x; B = x; C = x; D = 12; E = -2; F = 2; G = x; H = -7

SMILES: COc1ccc(CNC(=O)c2cc3c(=O)n4ccccc4nc3n(CC3CCCO3)c2=N)cc1 (stereo unspecified)
  A = 6; B = 8; C = 13; D = 2; E = -9; F = 12; G = 31; H = -9

SMILES: c1ccc(-c2cc3c(ccc4nonc43)nn2)cc1
  A = 0; B = -24; C = -2; D = -47; E = -12; F = 3; G = 20; H = -22

SMILES: COc1ccccc1N1CCN(C(=O)CN(Cc2ccccc2)S(C)(=O)=O)CC1
  A = 2; B = 6; C = 6; D = -6; E = -8; F = -35; G = 3; H = -12

SMILES: Cc1cc(-c2nnc(SCC(=O)Nc3ccccc3C(F)(F)F)o2)c(C)n1-c1ccccc1
  A = 7; B = 57*; C = 6; D = -21; E = -6; F = -14; G = 1; H = 2

SMILES: CN(C)CCN(Cc1ccccc1)C(=O)[C@H](Cc1ccccc1)N1C(=O)c2ccccc2C1=O
  A = -6; B = 3; C = 14; D = 7; E = -7; F = 6; G = -8; H = 0

SMILES: Cc1csc(NC(=O)CCn2c(=O)oc3ccc(Cl)cc32)n1
  A = -5; B = -5; C = -3; D = 9; E = 6; F = -9; G = 3; H = 2

SMILES: O=C(COC(=O)Cc1ccc(Cl)cc1)Nc1ccc2[nH]c(=O)[nH]c2c1
  A = 5; B = 0; C = 8; D = 1; E = 0; F = -7; G = -1; H = 4

SMILES: COC(=O)c1ccccc1NC(=O)c1sc(Cl)nc1C
  A = 7; B = -2; C = 3; D = -15; E = -5; F = -5; G = 7; H = 3

SMILES: CC(OC(=O)c1cccc(NS(C)(=O)=O)c1)C(=O)Nc1ccc(N2CCOCC2)cc1 (stereo unspecified)
  A = 12; B = -5; C = 0; D = -1; E = 2; F = 4; G = -24; H = -12

SMILES: CCOc1ccc(C2N(c3ccc(OC)cc3)C(=O)C3CCCN32)cc1OC (stereo unspecified)
  A = -7; B = -4; C = -1; D = 11; E = -2; F = -43; G = -4; H = -6

SMILES: CCOC(=O)C1=C(C)NC(C)=C(C(=O)OCC)C1C(=O)OCC(=O)NC(C)C
  A = 10&-5; B = 2&1; C = -9&-3; D = 16; E = -1; F = 16; G = 1&-6; H = 4

SMILES: N/C(=N\OC(=O)CCCc1ccccc1)c1ccc([N+](=O)[O-])cc1
  A = -9; B = 2; C = -5; D = 0; E = -6; F = 0; G = 2; H = 3

SMILES: Cc1cc(C(=O)c2ccccc2)c(NC(=O)CN2CCOCC2)s1
  A = -5; B = -6; C = -5; D = -12; E = 1; F = 9; G = 8; H = -9

SMILES: CCn1cc(Br)c(-c2nc3ccccc3c(=O)n2N)n1
  A = -12; B = 8; C = -5; D = -28; E = 5; F = -1; G = -3; H = -37

Compound profiles, as listed above. Order of screens: EBI2 antag | Gli-Sufu block | CXCR6 inh | 697 NFkB inh | UBC13 polyUb | APJ antag | CCR6 antag | Jurkat NFkB inh
CC(=O)Nc1ccc(S(=O)(=O)NCC2CCC(C(=O)NC(C)c3ccc4c(c3)OCCO4)CC2)cc1 (stereo unspecified) as listed: x | x | x | 12 | -2 | 2 | x | -7
COc1ccc(C2C(C(=O)N3CCCC3)c3cc(OC)c(OC)cc3C(=O)N2C)cc1 (stereo unspecified) as listed: -1 | 3 | -1 | 1 | 8 | 10 | -8 | 2
CCN(C(=O)CSc1nnnn1-c1cc(C)ccc1OC)C1CCS(=O)(=O)C1 (stereo unspecified) as listed: 8 | 21 | 3 | 20 | -3 | 5 | -1 | 13
CCc1c(C)nc2cc(-c3ccccc3)[nH]n2c1=O as listed: 0 | -49 | -3 | -68 | 12 | 1 | -10 | -56

(cont.)
Assay codes: A = EBI2 antag; B = Gli-Sufu block; C = CXCR6 inh; D = 697 NFkB inh; E = UBC13 polyUb; F = APJ antag; G = CCR6 antag; H = Jurkat NFkB inh
SMILES: Cc1ccccc1C(=O)NNC(=O)/C=C/c1ccccc1
  A = 4; B = -4; C = -9; D = 12; E = 3; F = -5; G = 20; H = -1

SMILES: CC(C)OC(=O)c1ccc(Cn2nnc3ccccc3c2=O)cc1
  A = -7; B = -13; C = -2; D = -8; E = 3; F = -2; G = 18; H = -25

SMILES: CC(OC(=O)C1=COCCO1)C(=O)NC1(C#N)CCCCC1 (stereo unspecified)
  A = -3; B = 2; C = 6; D = 15; E = 2; F = 7; G = 0; H = 6

SMILES: CCN(c1cccc(C)c1)S(=O)(=O)c1csc(C(N)=O)c1
  A = -8; B = -30; C = 3; D = -8; E = 2; F = -19; G = -8; H = -37

SMILES: CN(C(=O)C1CCC(=O)N(Cc2ccccc2F)C1)C1CCOCC1 (stereo unspecified)
  A = 2; B = -6; C = 3; D = 6; E = 3; F = 4; G = -17; H = 0

Bioassay records: PubChem, Sanford-Burnham Center for Chemical Genomics
